DPM-DC inhibit: S. pneumoniae DPM-DC inhibition. purified DPM-DC, PK/LDH coupled NADH fluorescence. calls only at 10 µM. 65,000 tested, 0.49% active;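 active means the 320 compounds with the highest percent inhibition in the single-dose primary screen, excluding strongly autofluorescent ones, cut at about 32% in these data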;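 further: kinetic rate of NADH fluorescence loss reporting ADP formed by the decarboxylase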
Bfl-1 displacement: displacement of Bid BH3 peptide from Bfl-1 – biochemical, fluorescence polarization, FITC-Bid, mouse, primary screen (AID 432); displacement, % at 20 µM; hits with a dose series show IC50 in µM; FITC-Bid BH3 peptide fluorescence polarization displacement; higher % means a stronger effect; 64,000 tested, 0.02% active; in the data active means a potency from the dose series; inactive means the rest, 99 in 100 with displacement below about 15%; further: strong numbers were not always called active
LYP inhibition: LYP phosphatase inhibitors, primary screen, biochemical, DiFMUP fluorescence, recombinant catalytic domain, 10 µM (AID 606); recombinant LYP catalytic domain, DiFMUP fluorescence; higher % means a stronger effect; inhibition, % at 10 µM, or IC50 in µM where a hit was titrated; 52,000 tested, under 10 active;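 active means IC50 under 40 µM in the dose-response test; inactive means IC50 of 40 µM or more, or never dose-tested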
Spn PMK inh: blocks S. pneumoniae phosphomevalonate kinase; purified PMK, PK/LDH-coupled NADH absorbance 340 nm; inhibition, % at 10 µM; 65,000 tested, 0.49% active;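 active means top-ranked compounds by inhibition in the single 10 µM screen, taking a fixed number of the strongest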;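 further: 0% = full reaction with DMSO carrier and 100% = background rate without enzyme reaction; no value below 0 was filed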
HT1080 cytotoxicity: cytotoxicity in HT1080 fibrosarcoma cells, cell-based, fluorescence readout (AID 620); HT1080 viability, fluorescence; higher % means a stronger effect; cytotoxicity, % at 10 µM, or EC50 in µM where a hit was titrated; 87,000 tested, 0.42% active;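 further: cells exposed to compound overnight then 4 h with Alamar Blue; 0% = vehicle DMSO and 100% = killing control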
HPDE-C7K KRASV12: cytotoxicity in KRAS-transformed pancreatic duct cells, primary screen, cell-based, fluorescence, HTS (AID 431); 63,000 tested, 1.7% active; one-dose cytotoxicity, % at 10 µM; EC50 in µM for titrated hits; HPDE-C7K KRASV12 cells, Alamar Blue viability, 48 h; higher % means a stronger effect;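 active means compounds whose percent cytotoxicity in the single-dose primary screen, scaled between solvent and toxic-drug controls, exceeds 50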;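 further: 0% = DMSO solvent wells and 100% = doxorubicin-treated wells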
HPDE-C7 cytotoxicity: cytotoxicity in HPDE-C7 cells, cell-based, fluorescence, HTS (AID 430). cytotoxicity, % at 10 µM, or EC50 in µM where a hit was titrated. HPDE-C7 pancreatic duct cells viability, fluorescence; higher % means a stronger effect. 63,000 tested, 1.8% active;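 further: cells exposed to compound for 48 hours before viability readout; 0% = vehicle and 100% = reference cytotoxic drug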
Alkaline phosphatase: inhibition of tissue-nonspecific alkaline phosphatase – biochemical, luminescent (AID 518). 64,000 tested, 0.09% active. purified TNAP enzyme, luminescent substrate readout; higher % means a stronger effect. inhibition, % at 20 µM, or IC50 in µM where a hit was titrated; in the data active means a potency from the dose series; inactive means the rest, 99 in 100 with inhibition below about 22%;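 further: plate controls were vehicle for no effect and reference inhibitor for full effect; many of its hits are not listed in these tables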
Spn MK inh: inhibitors of Streptococcus pneumoniae mevalonate kinase. inhibition, % at 10 µM. 65,000 tested, 0.48% active. purified MK, PK/LDH-coupled NADH absorbance 340 nm. AID 555;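 active means ranked among the strongest by inhibition in the single 10 µM screen, a fixed top-ranked set picked for dose follow-up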; further: no value below 0 was filed
Spn PMK inh pilot replicates: second read-out of Spn PMK inh, no call of its own (marks repeat the call); inhibition, %; measured here: pilot screen replicates
Spn MK inh pilot replicates: second read-out of Spn MK inh, no call of its own (marks repeat the call); inhibition, %; measured here: pilot screen replicates
DPM-DC inhibit pilot screen %: second read-out of DPM-DC inhibit, no call of its own (marks repeat the call); inhibition, %; measured here: pilot screen trials
An asterisk follows results filed as active; i = inactive; . = not tested or not shown. Unless noted, no stated cut-off is given here; in the data, active means cytotoxicity above about 50%; inactive means the rest.

SMILES	DPM-DC inhibit	Bfl-1 displacement	LYP inhibition	Spn PMK inh	HT1080 cytotoxicity	HPDE-C7K KRASV12	HPDE-C7 cytotoxicity	Alkaline phosphatase	Spn MK inh	others
O=c1[nH]c2ccc(Br)cc2c(-c2ccccc2)c1CN1CCOCC1	i	16.3%	7.0%	7.0	4.2%	4.4%	-6.7%	9.1%	12.0
CCOC(=O)c1c(NC(=O)CN2CCN(c3ccccn3)CC2)sc2c1CCCC2	i	-6.1%	.	4.0	3.5%	-8.3%	-2.4%	4.4%	15.0
CC(C)CC(c1nnnn1Cc1ccccc1)N1CCN(C(=O)c2ccco2)CC1 (stereo unspecified)	i	1.0%	11.4%	14.0	-13.2%	-7.8%	0.3%	7.5%	0.0
Cc1cc(N2C(=O)C3C4C=CC(C4)C3C2=O)no1 (stereo unspecified)	i	0.1%	.	0.0	0.5%	-2.0%	-1.0%	1.5%	2.0
CCN(CC)S(=O)(=O)c1ccc(-c2nnc(SCc3nnc(-c4ccccc4)o3)o2)cc1	i	-2.3%	.	7.0	7.9%	5.6%	12.6%	5.5%	7.0
Cn1c(=O)c2c(nc(Br)n2Cc2c(F)cccc2Cl)n(C)c1=O	i	-3.6%	1.9%	9.0	2.2%	-11.4%	-5.4%	13.1%	2.0
NC(=O)C1CCN(Cc2nnnn2Cc2ccco2)CC1	i	0.9%	4.3%	9.0	-5.7%	-4.0%	-10.0%	10.6%	10.0
N#CC(=C1SC=CS1)c1nc(-c2ccccc2)cs1	i	-5.6%	.	0.0	3.1%	3.0%	-1.4%	19.2%	5.0
Cc1c(C(=O)O)nn(-c2ccccc2)c(=O)c1C#N	i	0.3%	0.1%	15.0	-7.2%	-7.5%	-15.4%	-3.0%	5.0
O=C(CSc1nc2ccccc2c(=O)n1-c1ccccc1)N1CCN(CCO)CC1	i	-6.1%	4.2%	9.0	-0.3%	2.5%	1.8%	3.6%	9.0
N#Cc1c(SCc2ccccc2)nc(N2CCOCC2)c2c1CCCC2	i	2.0%	4.0%	0.0	0.4%	14.0%	8.3%	12.7%	7.0
OC12CCCCC1C(c1ccc3c(c1)OCO3)N(Cc1ccccc1F)CC2 (stereo unspecified)	i	-3.0%	.	12.0	5.4%	-3.8%	-6.0%	14.8%	9.0
CC(C)Cn1c2nc3ccccc3nc2c2c(=O)n(CCN3CCOCC3)cnc21	.	-2.8%	.	9.0	-2.2%	-4.4%	-3.2%	4.5%	10.0
CCn1c(=NC(=O)CSC(C)=O)sc2cc(OC)ccc21	i	-12.2%	10.0%	15.0	-0.5%	7.4%	19.9%	11.4%	3.0
CSc1nc2oc3c(c2c2nncn12)CC(C)(C)SC3	i	-1.8%	-7.0%	7.0	-17.8%	.	.	8.3%	8.0
c1ccc(OCCSc2nc3ccccc3o2)cc1	i	-0.7%	6.6%	10.0	-2.0%	6.4%	4.0%	8.8%	3.0
Cc1ccc(-c2nn(CC(=O)NCC3CCCO3)c(=O)c3ccccc23)cc1 (stereo unspecified)	i	0.7%	13.3%	0.0	1.4%	7.8%	0.3%	12.9%	0.0
CCOC(=O)N1CC=C2C(C#N)=C(N)C(C#N)(C#N)[C@H](c3ccc(OC(C)C)c(OCC)c3)[C@H]2C1	i	0.5%	-5.4%	10.0	-5.4%	3.5%	11.2%	0.6%	9.0
COc1ccc(C2=NOC(CN3C(=O)c4ccccc4S3(=O)=O)C2)cc1 (stereo unspecified)	i	13.9%	3.5%	1.0	-1.8%	-0.1%	-4.5%	11.1%	2.0
CC1(c2ccncc2)Nc2ccccc2-c2nc3ccccc3n21 (stereo unspecified)	i	5.4%	8.7%	12.0	8.0%	18.8%	9.2%	20.0%	1.0	Spn PMK inh pilot replicates=6.0;Spn MK inh pilot replicates=0.5;DPM-DC inhibit pilot screen %=9.0

Next part, starting with the last three of the part before.
SMILES	DPM-DC inhibit	Bfl-1 displacement	LYP inhibition	Spn PMK inh	HT1080 cytotoxicity	HPDE-C7K KRASV12	HPDE-C7 cytotoxicity	Alkaline phosphatase	Spn MK inh	others
CCOC(=O)N1CC=C2C(C#N)=C(N)C(C#N)(C#N)[C@H](c3ccc(OC(C)C)c(OCC)c3)[C@H]2C1	i	0.5%	-5.4%	10.0	-5.4%	3.5%	11.2%	0.6%	9.0
COc1ccc(C2=NOC(CN3C(=O)c4ccccc4S3(=O)=O)C2)cc1 (stereo unspecified)	i	13.9%	3.5%	1.0	-1.8%	-0.1%	-4.5%	11.1%	2.0
CC1(c2ccncc2)Nc2ccccc2-c2nc3ccccc3n21 (stereo unspecified)	i	5.4%	8.7%	12.0	8.0%	18.8%	9.2%	20.0%	1.0	Spn PMK inh pilot replicates=6.0;Spn MK inh pilot replicates=0.5;DPM-DC inhibit pilot screen %=9.0
CCOC(=O)C1CCN(C(=O)c2c(-c3c(F)cccc3Cl)noc2C)CC1	i	-1.0%	.	18.0	0.2%	3.6%	-12.5%	-3.9%	11.0
N#Cc1cc2cc3c(cc2nc1SCC(=O)OC1CCCCC1)OCO3	i	0.4%	.	12.0	0.4%	39.0%	19.9%	12.8%	7.0
O=C(CSc1nnnn1-c1ccccc1)N1CCc2ccccc21	i	1.2%	6.9%	0.0	-0.5%	-14.0%	-8.3%	6.2%	9.0
O=C(O)C1C2CCC(O2)C1C(=O)NCCC1=CCCCC1 (stereo unspecified)	i	-4.6%	-8.8%	14.0	23.3%	22.2%	21.4%	17.6%	10.0	Spn PMK inh pilot replicates=0.0;Spn MK inh pilot replicates=4.0;DPM-DC inhibit pilot screen %=0.0
CCCNC(=O)C1=C(C)C(=O)OC12CCC(C)CC2 (stereo unspecified)	i	-2.8%	-4.0%	0.0	5.1%	-14.3%	-20.5%	7.4%	3.0	Spn PMK inh pilot replicates=2.0;Spn MK inh pilot replicates=0.5;DPM-DC inhibit pilot screen %=1.0
NC(=O)CSc1ncc(-c2ccccc2)[nH]1	i	4.8%	.	10.0	-6.1%	-7.8%	-4.6%	5.2%	15.0
CC(C)=CCC(C)(C)C1OCCN1C(=O)c1ccccc1 (stereo unspecified)	i	-1.9%	3.7%	17.0	3.1%	-24.4%	-30.4%	7.3%	0.0	Spn PMK inh pilot replicates=0.0;Spn MK inh pilot replicates=0.0;DPM-DC inhibit pilot screen %=0.0
CN(C)S(=O)(=O)N1CCN(S(=O)(=O)c2ccc(F)cc2)CC1	i	5.1%	.	2.0	-8.4%	-8.5%	-8.9%	12.1%	7.0	Spn PMK inh pilot replicates=0.0;Spn MK inh pilot replicates=0.0;DPM-DC inhibit pilot screen %=1.5
c1ccc(CSc2nncn2-c2ccccn2)cc1	i	2.1%	.	10.0	4.3%	-10.8%	-21.6%	17.8%	10.0
N#C/C(C(=O)N1CCOCC1)=C1\Nc2ccccc2S1	i	-6.9%	16.0%	10.0	5.8%	14.5%	14.3%	4.4%	7.0
COc1ccc(CCNC(=O)c2noc3c2CCCC3)cc1OC	i	4.4%	4.3%	8.0	-5.1%	-0.3%	-8.0%	6.1%	10.0
C=CCSC1=C(C#N)C(c2ccccc2OC)CC(=O)N1 (stereo unspecified)	i	8.2%	14.6%	7.0	0.4%	-22.1%	0.0%	8.2%	0.0
CSc1ccccc1NC(=O)CN(Cc1ccccc1)S(C)(=O)=O	i	10.2%	15.2%	3.0	-3.6%	-1.0%	3.5%	6.3%	6.0	Spn PMK inh pilot replicates=2.5;Spn MK inh pilot replicates=1.0;DPM-DC inhibit pilot screen %=0.0
CCOC(=O)C1CCCN(C(=O)c2sc3nc(-c4ccccc4)cn3c2C)C1 (stereo unspecified)	i	-2.7%	14.8%	0.0	8.0%	15.1%	3.0%	9.8%	5.0	Spn PMK inh pilot replicates=0.5;Spn MK inh pilot replicates=0.0;DPM-DC inhibit pilot screen %=3.0
Cc1cc2cc(CNC(=O)NC3CCCCC3)ccc2[nH]1	i	.	14.1%	8.0	3.8%	.	.	.	8.0
Cc1cc(C)nc(NS(=O)(=O)c2ccc(NC(=O)c3ccc4c(c3)OCO4)cc2)n1	i	-2.4%	-2.1%	9.0	8.5%	-3.8%	-5.3%	5.5%	3.0
C=CCn1c(SCC(=O)c2cccs2)nc2sc(CC)cc2c1=O	i	0.2%	.	13.0	4.7%	11.4%	8.6%	8.5%	8.0
O=C(CCCc1ccccc1)NCCN1CCOCC1	i	-9.7%	-8.3%	4.0	-5.4%	-3.4%	3.9%	5.1%	4.0
O=C(NCc1ccccc1)c1cnsn1	i	-3.6%	-1.8%	8.0	-1.5%	6.5%	-5.2%	11.4%	9.0
CCc1oc2ccccc2c1C(=O)CCN1CCCCC1	i	-6.0%	8.0%	10.0	-8.9%	9.9%	-17.7%	7.1%	3.0
O=S(=O)(c1ccc(S(=O)(=O)N2CCN(C3CCCCC3)CC2)cc1)N1CCCCCC1	i	0.7%	7.0%	13.0	-2.6%	5.9%	-5.5%	15.2%	6.0
COC(=O)C1=C(C)NC(=O)NC1/C=C/c1ccccc1 (stereo unspecified)	i	-4.3%	0.8%	6.0	4.2%	-5.0%	2.3%	5.1%	7.0
Brc1ccc2ncnc(NCc3ccco3)c2c1	i	7.3%	-1.8%	19.0	0.6%	-1.3%	-3.1%	11.9%	7.0
CCCc1cc(=O)n2[nH]c(-c3ccccc3)cc2n1	i	.	6.0%	17.0	10.3%	.	.	.	3.0
CC(=O)Nc1cc(OC(=O)c2ccco2)cc(OC(=O)c2ccco2)c1	i	-3.4%	-1.8%	2.0	.	-0.6%	3.1%	14.0%	3.0
C=C(C)c1cccc(C(C)(C)NC(=O)NCCCn2ccnc2)c1	i	5.6%	12.9%	21.0	-4.3%	0.0%	-11.4%	-3.7%	0.0
O=C(C1CCCN(S(=O)(=O)c2cccs2)C1)N1CCN(C2CCCCC2)CC1 (stereo unspecified)	i	3.4%	-20.3%	13.0	-7.5%	14.8%	12.0%	-1.8%	0.0
CCc1ccc(NC(=O)C2CCN(S(C)(=O)=O)CC2)cc1	i	1.8%	8.6%	0.0	-4.9%	1.9%	4.2%	13.2%	6.0
CCN1C(=O)N(C)C(N(O)C(=O)NC)C1(C)C (stereo unspecified)	i	-3.2%	7.4%	0.0	3.1%	3.5%	-13.5%	10.8%	9.0
CC1Cc2nc(SCC(=O)Nc3ccc(F)cc3F)n(C)c(=O)c2S1 (stereo unspecified)	i	13.7%	2.0%	17.0	-3.5%	-21.6%	-36.0%	5.7%	4.0	Spn PMK inh pilot replicates=0.0;Spn MK inh pilot replicates=0.0;DPM-DC inhibit pilot screen %=1.5
O=c1[nH]c2ccc(S(=O)(=O)N3CCCCC3)cc2[nH]1	i	-5.0%	7.4%	7.0	0.3%	9.3%	-1.4%	11.2%	12.0
O=S(=O)(c1ccc2c(c1)OCCO2)N1CCC(c2nc3ccccc3s2)CC1	i	-1.6%	-2.5%	19.0	-3.0%	-21.0%	-20.8%	5.0%	2.0
CN(C)c1ccc(NC(=O)c2ccc(COc3cccc(Cl)c3)o2)cc1	i	-2.1%	.	0.0	.	42.6%	44.5%	12.9%	9.0
c1ccc(-n2cnnc2SCc2nc3ccccc3s2)cc1	i	-7.9%	.	19.0	-6.4%	-0.2%	6.5%	8.9%	8.0

Screens deposited in PubChem by several laboratories.

Not a hit list. About 3.6% of those tested had a hit in this group.
